Screening data from PubChem.
SENP1 inh = human SENP1 catalytic domain inhibitors, primary screen, biochemical, FRET, uHTS. 0.21% of 360,000 active. inhibition, % at 10 µM. recombinant SENP1 catalytic domain, CyPet-SUMO1-YPet FRET cleavage. Sentrin-specific protease 1 (Homo sapiens), Q9P0U3;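 active means inhibition at least 30% at 10 µM, raw YFP signal under a set limit, fluorescence ratio 0.5 to 1.5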;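 further: 0% = enzyme with DMSO and 100% = no enzyme wells; some results filed as inactive read as strong as hits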
Target sequence (Q9P0U3 419-644 limits assumed): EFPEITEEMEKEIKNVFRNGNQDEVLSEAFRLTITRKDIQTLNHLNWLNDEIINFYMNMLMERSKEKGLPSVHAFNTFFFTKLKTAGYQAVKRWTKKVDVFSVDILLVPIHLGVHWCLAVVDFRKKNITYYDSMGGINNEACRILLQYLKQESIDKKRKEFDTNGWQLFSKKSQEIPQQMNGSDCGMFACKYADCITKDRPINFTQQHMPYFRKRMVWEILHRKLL
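Material – human SENP1 catalytic domain · Input – SENP1 enzyme, 20 pM final · Compound dosing – single concentration of 10 µM compound, 0.5% DMSO final · Timing – enzyme reaction for 50 min at room temperature, dark · Measured by – FRET fluorescence in CFP and YFP emission channels · Control set – no-enzyme wells low, DMSO-plus-enzyme wells high control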
hIAP act = human IAP activators, primary screen, biochemical, luminescence, uHTS | purified human IAP, CDP-Star luminescence, 30 min; active compounds read high; 1 = vehicle-only enzyme, 0 = enzyme-free background | activation factor at 10 µM | 0.16% of 330,000 active;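 active means activation factor of the enzyme at least 2-fold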; further: the source names both 10 and 20 µM as test concentration; values of inactives mirror those of a sister screen read the other way
MPTP block = mitochondrial permeability transition pore inhibitors, primary screen, biochemical, isolated mouse mitochondria, absorbance; Ca2+ swelling absorbance, 30 min; inhibition, % at 10 µM; 1.4% of 360,000 active; AID 602449, 2012;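 active means inhibition of 50% or more, scaled per plate between neutral and stimulator controls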;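 further: 0% = DMSO wells given calcium and 100% = 1 mM EGTA wells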
ATG4B inh = ATG4B protease inhibitors, primary screen, biochemical, fluorescence, uHTS; Cysteine protease ATG4B (Homo sapiens), Q9Y4P1; ATG4B cleavage of LC3-PLA2, NBD-HPC fluorescence, 1 h; inhibition, % at 8.33 µM; 0.51% of 340,000 active; in the data active means inhibition above about 40%
SENP8 inh = human SENP8 protease inhibitors, primary screen, biochemical, fluorescence, Nedd8 protein substrate, uHTS. Sentrin-specific protease 8 (Homo sapiens), Q96LD8. inhibition, % at 20 µM. AID 602440, 2012. recombinant SENP8. 0.64% of 360,000 active; in the data active means inhibition mostly above about 40%, no sharp cut-off; inactive means mostly below about 27%
Target sequence (Q96LD8 whole entry, looked up): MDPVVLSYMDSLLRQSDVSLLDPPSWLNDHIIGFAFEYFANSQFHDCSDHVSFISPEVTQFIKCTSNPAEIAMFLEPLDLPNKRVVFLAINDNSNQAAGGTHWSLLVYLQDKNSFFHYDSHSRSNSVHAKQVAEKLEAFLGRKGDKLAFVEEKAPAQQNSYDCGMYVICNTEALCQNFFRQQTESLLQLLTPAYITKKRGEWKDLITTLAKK
PfGluPho inh = PfG6PD enzyme inhibitors, primary screen, biochemical, fluorescence intensity, uHTS. glucose-6-phosphate dehydrogenase-6-phosphogluconolactonase (Plasmodium falciparum 3D7). PfGluPho enzyme, NADPH resazurin-diaphorase fluorescence. inhibition, % at 20 µM. 0.78% of 350,000 active. AID 504690, 2011;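 active means inhibition reaching at least a set limit at 20 µM in the primary screen, cut at about 59% in these data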;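 further: 0% = DMSO wells with substrate and 100% = DMSO wells lacking glucose-6-phosphate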
NR3A LBD binder = binders of NR3A ligand-binding domain, primary screen, biophysical, differential scanning fluorimetry, uHTS; Glutamate receptor ionotropic, NMDA 3A (GRIN3A) ligand-binding domain; NR3A LBD differential scanning fluorimetry, Tm shift; 0% = protein alone, 100% = glycine-bound protein; Tm shift relative to glycine control, % at 25 µM; 2.5% of 340,000 active;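 active means melting temperature shift of at least 10% of the positive control shift, at one fixed dose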
SENP6 block = SENP6 protease inhibitors, primary screen, biochemical, luminescence, uHTS | Sentrin-specific protease 6 (Homo sapiens), Q9GZR1 | Recombinant SENP6 catalytic domain, aminoluciferin luminescence | inhibition, % at 10 µM | 1.8% of 330,000 active;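 active means inhibition above about 50% at the single tested dose, limit read from the data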;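 further: plate controls were DMSO wells with enzyme for no effect and DMSO wells lacking enzyme for full effect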
Target sequence (Q9GZR1 628-1112 limits assumed): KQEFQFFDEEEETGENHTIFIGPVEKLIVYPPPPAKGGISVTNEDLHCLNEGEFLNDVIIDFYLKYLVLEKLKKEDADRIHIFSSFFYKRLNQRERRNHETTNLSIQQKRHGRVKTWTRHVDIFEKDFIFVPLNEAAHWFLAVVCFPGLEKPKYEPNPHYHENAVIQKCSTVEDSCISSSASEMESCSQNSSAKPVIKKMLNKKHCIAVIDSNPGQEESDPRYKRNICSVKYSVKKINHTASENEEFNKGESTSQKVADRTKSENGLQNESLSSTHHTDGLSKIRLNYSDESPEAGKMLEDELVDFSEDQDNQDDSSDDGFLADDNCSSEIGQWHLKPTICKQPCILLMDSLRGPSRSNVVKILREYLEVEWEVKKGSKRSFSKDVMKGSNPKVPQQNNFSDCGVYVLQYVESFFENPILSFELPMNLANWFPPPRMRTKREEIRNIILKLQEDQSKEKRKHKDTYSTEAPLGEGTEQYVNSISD
The depositor's hits bear a star; . = not tested or not shown. A portion of the library (hit frequency here may not be typical).

Values run as follows: SENP8 inh | PfGluPho inh | ATG4B inh | NR3A LBD binder | hIAP act | MPTP block | SENP6 block | SENP1 inh
- CCOC(=O)C(O)(c1ccc(NC(=S)NC(=O)c2ccc(Cl)cc2Cl)cc1)C(F)(F)F (configuration not stated)
 : 16 | -3 | 1 | 0 | 0.95 | 4.3 | -6 | 1
- C=CCn1c(O)c(C(C)=Nc2cccc(C(F)(F)F)c2)c(=O)[nH]c1=O
 : 6 | 4 | -4 | 12* | 1.1 | 0.6 | 0 | -1
- Clc1cccc(N2CCNCC2)c1Cl
 : 15 | 3 | -3 | 0 | 0.94 | -3.7 | -8 | 1
- CNP1(NC)=Nc2nn(-c3ccccc3)c(N)c2C(c2ccccc2)=N1
 : 22 | -2 | -1 | 2 | 0.85 | -0.4 | -11 | 1
- S=C(N1CCCCCC1)N1CC1
 : 14 | -15 | -1 | 0 | . | -0.4 | . | 0
- COc1ccc(OC)c(N2C(=O)CC(=O)NC2=O)c1
 : 8 | -10 | -3 | 0 | 1 | -1.5 | 12 | 0
- CCC(=NCCN1CCOCC1)c1c(O)n(-c2ccccc2C)c(=O)[nH]c1=O
 : -2 | -6 | -13 | 2 | 1.1 | 0.8 | 1 | -6
- C=CCOC(=O)C1=C(C)OC(N)=C(C#N)C12C(=O)N(CN1CCOCC1)c1ccccc12 (configuration not stated)
 : 2 | 3 | 5 | 1 | 1 | -1.5 | -6 | -3
- COc1cc(OC)c(OC)cc1CNCCc1ccc2c(c1)OCO2
 : 13 | -10 | 11 | -1 | 1.2 | -0.4 | -31 | 2
- CCOC(=O)c1c(C)n(CCN2CCN(C)CC2)c2ccc(OC)cc12
 : 14 | -3 | -9 | 0 | 0.86 | -1.7 | -1 | -1
- Cc1cc(OCC(=O)N2CCC(C(N)=O)CC2)c2c3c(c(=O)oc2c1)CCCC3
 : -203 | 14 | -22 | -2 | 0.91 | 1.1 | -11 | 1
- O=c1[nH]c(=S)[nH]c(O)c1/C=C1/C=c2ccccc2=N1
 : -2 | 22 | 6 | -14 | . | -0.5 | . | -3
- CCOc1ccc(C2(C#N)CC[N+](C)(C)CC2)cc1
 : 22 | -17 | 8 | 0 | 1.2 | -8.4 | -22 | 2
- CCC(=NCc1ccc2c(c1)OCO2)c1c(O)n(C2CCCCC2)c(=O)[nH]c1=O
 : 22 | 2 | -1 | -3 | 0.81 | 78* | 13 | -5
- CC1(c2ccc(Cl)cc2Cl)OCC(Cn2cncn2)O1 (configuration not stated)
 : 15 | 1 | -13 | -1 | 0.92 | -0.4 | -5 | 1

Entries of single compounds, quoted from the list:
C=CCn1c(O)c(C(C)=Nc2cccc(C(F)(F)F)c2)c(=O)[nH]c1=O reads SENP8 inh: 6; PfGluPho inh: 4; ATG4B inh: -4; NR3A LBD binder: 12*; hIAP act: 1.1; MPTP block: 0.6; SENP6 block: 0; SENP1 inh: -1
CCC(=NCCN1CCOCC1)c1c(O)n(-c2ccccc2C)c(=O)[nH]c1=O reads SENP8 inh: -2; PfGluPho inh: -6; ATG4B inh: -13; NR3A LBD binder: 2; hIAP act: 1.1; MPTP block: 0.8; SENP6 block: 1; SENP1 inh: -6
COc1cc(OC)c(OC)cc1CNCCc1ccc2c(c1)OCO2 reads SENP8 inh: 13; PfGluPho inh: -10; ATG4B inh: 11; NR3A LBD binder: -1; hIAP act: 1.2; MPTP block: -0.4; SENP6 block: -31; SENP1 inh: 2

Random excerpt: two entries already listed.
Values run as follows: SENP8 inh | PfGluPho inh | ATG4B inh | NR3A LBD binder | hIAP act | MPTP block | SENP6 block | SENP1 inh
- O=c1[nH]c(=S)[nH]c(O)c1/C=C1/C=c2ccccc2=N1
 : -2 | 22 | 6 | -14 | . | -0.5 | . | -3
- CCOC(=O)C(O)(c1ccc(NC(=S)NC(=O)c2ccc(Cl)cc2Cl)cc1)C(F)(F)F (configuration not stated)
 : 16 | -3 | 1 | 0 | 0.95 | 4.3 | -6 | 1

Next records:
Values run as follows: SENP8 inh | PfGluPho inh | ATG4B inh | NR3A LBD binder | hIAP act | MPTP block | SENP6 block | SENP1 inh
- OC(CC#CCN1CCCCCC1)(c1ccccc1)C1CCCC1 (configuration not stated)
 : 11 | 11 | 8 | 2 | 1.1 | 34 | 16 | 1
- CN1CCCN(C(=O)COc2ccc(F)cc2F)CC1
 : 10 | -17 | 1 | 1 | 1 | -0.5 | -7 | -1
- O=[N+]([O-])c1ccc(NCCCN2CCOCC2)nc1
 : 8 | 8 | -5 | 4 | 0.88 | 0.1 | -11 | 1
- COc1ccc(C(Nc2ccccc2)P(=O)(Oc2ccccc2)Oc2ccccc2)cc1 (configuration not stated)
 : 19 | 1 | 2 | -4 | 1.2 | -1.5 | 0 | 1
- CCc1ccc(CN2CCCC(C(=O)c3sccc3C)C2)o1 (configuration not stated)
 : -3 | 1 | -1 | -1 | 0.98 | -1.1 | -10 | -2
- COc1ccccc1CN1CCN(C(=O)COc2ccccc2)CC1
 : 13 | -7 | -2 | 2 | 0.95 | -0.2 | -1 | 2
- C=C(C)C1(CCCC)C(=O)NC(=S)NC1=O
 : 18 | 2 | -4 | -1 | . | 1.4 | . | -3
- CCC/C=N/O
 : 13 | 10 | -1 | 0 | 0.89 | -1.6 | -2 | -1
- OC(CN1CCOCC1)c1csc2ccccc12 (configuration not stated)
 : 8 | -21 | 2 | -2 | 1 | 2.8 | -61 | 1
- COc1ccc(-c2nc3ccccc3c(=O)n2-c2nccs2)cc1
 : -82 | -1 | -6 | 1 | 1 | 5.0 | -18 | -2
- CCN(CC)c1ccc(/C=C2/C(=O)NC(=O)N(Cc3ccco3)C2=O)cc1
 : -23 | 20 | -1 | 24* | 1.1 | 31 | -7 | -24
- Cc1ccc(S(=O)(=O)N(C)CCCC(=O)N2CCN(c3ccccn3)CC2)cc1
 : -3 | 2 | -3 | 0 | 1.1 | 0.2 | -16 | -1
- Cc1ccc(Cn2nc(C)c(C=O)c2Cl)cc1
 : 17 | -6 | 7 | -4 | 0.99 | 1.4 | -6 | 0
- C=CCn1c(O)c(C(C)=NCCC2=CCCCC2)c(=O)[nH]c1=O
 : 10 | -9 | -1 | 0 | 0.92 | 1.0 | -11 | -1
- CN1CCc2nc3sc(C#N)c(N)c3c(-c3cccs3)c2C1
 : -77 | 35 | -1 | 2 | 1 | -0.1 | 9 | -10

Three structures out of the list, sorted by formula weight, ascending:
Values run as follows: SENP8 inh | PfGluPho inh | ATG4B inh | NR3A LBD binder | hIAP act | MPTP block | SENP6 block | SENP1 inh
- CCc1ccc(CN2CCCC(C(=O)c3sccc3C)C2)o1 (configuration not stated)
 : -3 | 1 | -1 | -1 | 0.98 | -1.1 | -10 | -2
- CN1CCc2nc3sc(C#N)c(N)c3c(-c3cccs3)c2C1
 : -77 | 35 | -1 | 2 | 1 | -0.1 | 9 | -10
- CCN(CC)c1ccc(/C=C2/C(=O)NC(=O)N(Cc3ccco3)C2=O)cc1
 : -23 | 20 | -1 | 24* | 1.1 | 31 | -7 | -24

(continued)
Values run as follows: SENP8 inh | PfGluPho inh | ATG4B inh | NR3A LBD binder | hIAP act | MPTP block | SENP6 block | SENP1 inh
- COc1ccc(C(C)=O)cc1CC(C(=O)c1ccccc1)N(C)C (configuration not stated)
 : 8 | 11 | 3 | -1 | 1 | -0.2 | 15 | -3
- COc1ccc(OC)c(/C=N/OC(=O)Nc2ccc(Cl)cc2)c1
 : -351 | 10 | -10 | 0 | 1 | 0.8 | -17 | -1
- Cc1ccc(Cc2c(C)nc3nc(SCC(=O)N4CCC5(CC4)OCCO5)nn3c2C)cc1
 : 31 | -3 | -7 | 0 | 1.1 | 1.8 | 1 | -2
- C=CCN1C(=O)NC(=O)/C(=C/c2ccoc2)C1=O
 : -13 | 5 | 26 | 1 | 0.87 | 3.4 | -10 | 9
- CCC(C)n1c(O)c(/C=N/Nc2nc3c(c(=O)n(C)c(=O)n3C)n2C)c(=O)[nH]c1=S (configuration not stated)
 : -66 | 28 | -6 | -7 | 0.94 | 1.4 | -5 | -39
- CCn1c(NN=O)nc2ccccc21
 : 6 | 8 | 1 | -4 | 0.93 | 0.8 | -3 | 3
- O=C(NCc1ccccn1)c1ccccc1Cl
 : 8 | -1 | -3 | 0 | 0.94 | -0.8 | -1 | 0
- CCCCOc1ccc(CN2CCN(CC)CC2)cc1
 : 22 | 2 | -1 | 0 | 1.1 | -6.4 | -12 | -1
- O=C(CN1CC=C(c2ccccc2)CC1)Nc1cc(Cl)ccc1Cl
 : -5 | 3 | -5 | 1 | 0.95 | -0.8 | 9 | -13
- O=C1NC(=O)C(Nc2ccccc2)C(=O)N1
 : 64* | 12 | -3 | 0 | . | -0.5 | . | 1
- COc1cccc(CNCCc2c[nH]c3ccccc23)c1OC
 : 17 | -15 | -1 | 1 | 0.98 | -0.6 | 5 | 0
- CCC(=NCCO)c1c(O)n(-c2ccccc2)c(=O)[nH]c1=O
 : 4 | 2 | -14 | -1 | 0.94 | -0.1 | 7 | -2
- O=C1C2CCCN2C(c2ccncc2)N1c1ccc(Cl)c(Cl)c1 (configuration not stated)
 : 34 | -5 | -17 | 0 | 0.93 | 0.0 | -1 | -2
- COc1ccccc1N1CCN(CCc2ccccc2)CC1
 : 3 | -8 | 8 | -1 | 1.1 | -0.4 | 3 | 2
- CCOC1=C(N2CC2)C(=O)C(OCC)=C(N2CC2)C1=O
 : 18 | -2 | -3 | 0 | . | -0.3 | . | 0

Values run as follows: SENP8 inh | PfGluPho inh | ATG4B inh | NR3A LBD binder | hIAP act | MPTP block | SENP6 block | SENP1 inh
- O=C1NC(=S)N(C2CC2)C(=O)/C1=C/c1ccc2c(c1)CCN2CCCCl
 : -154 | 13 | 5 | -10 | . | 18 | . | -26
- O=[N+]([O-])c1ccc(N2CCNCC2)cc1Sc1ccccn1
 : 18 | -17 | 17 | -17 | 1 | -0.3 | 5 | 3
- O=C(NC(Oc1ccccc1)C(Cl)(Cl)Cl)c1ccccc1 (configuration not stated)
 : -4 | -1 | -8 | 1 | 0.89 | 2.3 | 11 | 0
- CC(C)c1ccc(N2C(=O)NC(=O)/C(=C/c3cnc(-c4ccccc4)nc3)C2=O)cc1
 : 2 | -25 | 6 | -15 | 0.88 | 1.1 | 5 | 1
- N/C(=N\N=C\c1ccc(O)cc1O)N[N+](=O)[O-]
 : 12 | -12 | 4 | -23 | 1.2 | -1.4 | 15 | -27
- O=C(COc1ccccc1)N1CCN(CC(O)COc2ccccc2)CC1 (configuration not stated)
 : 9 | 3 | -10 | 1 | 0.91 | -0.3 | -5 | 0
